Screening results deposited in PubChem by National Center for Advancing Translational Sciences (NCATS).
GLS inhibitor: glutaminase GLS (human) inhibition. GLS enzymatic activity, qHTS titration. Potency, µM (highest dose often 45.5 µM), for the others: at the highest dose activity change, negative = inhibition, usual class: inhibitors. 410,000 tested, 0.21% active. AID 624170; also: % is scaled to controls: 0 for no effect and ±100 for the full control effect
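Assay buffer: 45 mM KH2PO4 pH 8.2, 0.02% Tween-20. hKGA acts on L-glutamine (1 mM solution added); product glutamate is reported by an oxidase/peroxidase Amplex Red coupling, with fluorescence taken at baseline and 30 min.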
PGK inhibitor: blocks T. brucei phosphoglycerate kinase. P07378. PGK/GAPDH coupled, Kinase-Glo luminescence, 60 min. Potency, µM (titrated, usually from 57.5 µM), without a hit: at the highest dose activity change, negative = inhibition, most hits filed as inhibitors. 380,000 tested, 0.043% active; also: % is scaled to controls: 0 for no effect and ±100 for the full control effect; nearly all actives have a fitted effect of over 60% in size
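Luminescent ATP detection (Kinase-Glo Plus) follows a 60-minute room-temperature incubation, with wells lacking PGK as controls. Buffer: 100 mM TEA (pH 7.6), 5 mM MgCl2, 0.01% Tween-20. Coupling enzyme GAPDH (100 nM final) supplies unstable 1,3-BPG in-well.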
Pin1 inh: blocks the human prolyl isomerase Pin1; 390,000 tested, 0.009% active; Potency, µM (doses to about 115 µM), for the others: at the highest dose activity, negative = inhibition, most hits filed as inhibitors; Q13526; Pin1 FP peptide displacement, HiFluor488, 10 min; active = well fitted inhibition curve with a large enough effect in the polarisation, with a control signal flat, not every such curve was filed as active; inconclusive = small, poorly fitted or top-dose-only effect, or effect the other way, or a change in a side signal; inactive = no such curve, though single readings can be large or run the other way; the % refers to the polarisation; also: % is scaled to controls: 0 for no effect and ±100 for the full control effect
Target sequence (Q13526 whole entry, looked up): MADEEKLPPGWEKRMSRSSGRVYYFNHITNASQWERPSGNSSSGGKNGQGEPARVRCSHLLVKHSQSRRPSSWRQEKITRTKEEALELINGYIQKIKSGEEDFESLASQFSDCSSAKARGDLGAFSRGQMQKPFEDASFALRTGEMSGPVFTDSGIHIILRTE
12-LOX inh: inhibitors of human 12S-lipoxygenase ALOX12; P18054; purified 12hLO, xylenol orange hydroperoxide absorbance; Potency, µM (series often up to 108 µM), for the others: at the highest dose activity change, negative = inhibition, hits mostly inhibitors; 580,000 tested, 1.1% active; AID 1671190; also: % is scaled to controls: 0 for no effect and ±100 for the full control effect
Target sequence (P18054 whole entry, looked up): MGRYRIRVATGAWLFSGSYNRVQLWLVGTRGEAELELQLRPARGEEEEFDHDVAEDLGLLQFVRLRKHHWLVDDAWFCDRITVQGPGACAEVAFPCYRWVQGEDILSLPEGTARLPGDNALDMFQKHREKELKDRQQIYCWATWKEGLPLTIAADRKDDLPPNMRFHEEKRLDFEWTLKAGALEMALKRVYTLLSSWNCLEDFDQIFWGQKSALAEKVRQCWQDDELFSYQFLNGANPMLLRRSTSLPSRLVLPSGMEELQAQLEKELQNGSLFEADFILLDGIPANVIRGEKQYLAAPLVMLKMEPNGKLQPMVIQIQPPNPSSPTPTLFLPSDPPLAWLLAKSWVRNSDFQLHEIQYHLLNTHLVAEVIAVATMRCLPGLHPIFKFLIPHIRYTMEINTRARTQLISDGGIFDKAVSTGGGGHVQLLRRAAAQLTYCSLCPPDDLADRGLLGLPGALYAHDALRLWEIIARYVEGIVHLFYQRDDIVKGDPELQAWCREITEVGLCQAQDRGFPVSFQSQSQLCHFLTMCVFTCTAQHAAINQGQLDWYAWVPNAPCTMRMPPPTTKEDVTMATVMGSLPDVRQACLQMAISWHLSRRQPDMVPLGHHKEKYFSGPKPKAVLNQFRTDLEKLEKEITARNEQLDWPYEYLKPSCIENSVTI
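Hydroperoxide product was detected by ferrous iron/xylenol orange as the 573 to 405 nm absorbance ratio. Arachidonic acid at 40 uM (final) was turned over for 30 min at room temperature by 150 nM human 12hLO, pH 7.0 Hepes buffer, after 15 min compound preincubation.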
RGS4 inh: inhibitors of human regulator of G protein signaling 4; P49798; Transcreener GDP fluorescence polarization, RGS4-accelerated GTP hydrolysis; Potency, µM (top dose mostly 114 µM), without a hit: at the highest dose activity change, negative = inhibition, most hits filed as inhibitors; 390,000 tested, 0.039% active; also: % is scaled to controls: 0 for no effect and ±100 for the full control effect; nearly all actives have a fitted effect of over 75% in size; some results filed as inactive show a strong effect at the top dose
Target sequence (P49798 whole entry, looked up): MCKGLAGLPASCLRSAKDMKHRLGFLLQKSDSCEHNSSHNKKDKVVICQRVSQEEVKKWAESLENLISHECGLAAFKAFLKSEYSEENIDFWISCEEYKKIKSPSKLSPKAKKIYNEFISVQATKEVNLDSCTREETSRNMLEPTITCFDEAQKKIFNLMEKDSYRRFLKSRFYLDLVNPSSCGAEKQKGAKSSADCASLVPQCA
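MLSMR compounds (23 nl, pin-transferred) preincubated 10 min at room temperature with a 500nM (2x) first reagent, then RGS4 at 900nM (2x) plus Transcreener GDP mix added; fluorescence polarization (620/688 nm) read before and after 90 min at 30 °C.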
JMJD2A Tudor: inhibitors of human JMJD2A Tudor domain. O75164. AlphaScreen JMJD2A-Tudor / H3K4me3 peptide binding. Potency, µM (titrated, usually from 114 µM), for the others: at the highest dose activity change, negative = inhibition, actives largely listed as inhibitors. 390,000 tested, 4.4% active. AID 504339; also: % is scaled to controls: 0 for no effect and ±100 for the full control effect; nearly all actives have a fitted effect of over 50% in size
HP1b chromo inh: blocks HP1-beta chromodomain binding to methylated histone tails; Potency, µM (top dose mostly 114 µM), without a hit: at the top dose activity change, negative = inhibition, most hits filed as inhibitors; P83916; AlphaScreen HP1-beta / biotin-H3K9me3 peptide binding; AID 540317; 390,000 tested, 0.56% active; also: nearly all actives have a fitted effect of over 70% in size; inactives centre near 23
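AlphaScreen: HP1-beta (50 nM) preformed 30 min with biotin-H3(1-18)K9me3 peptide (50 nM) in PBS pH 7.4, 0.01% Tween-20. Compound added for 30 min at RT, then streptavidin donor/nickel chelate acceptor beads (10 ug/mL) for 30 min.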
TrxR1 inh: inhibitors of rat thioredoxin reductase 1. O89049. recombinant rTrxR1, NADPH fluorescence consumption, selenite substrate. Potency, µM (top dose mostly 114 µM), without a hit: at the highest dose activity change, negative = inhibition, actives largely listed as inhibitors. 390,000 tested, 1% active; also: % is scaled to controls: 0 for no effect and ±100 for the full control effect; nearly all actives have a fitted effect of over 65% in size
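Rat TrxR1 (90 nM in the dispensed reagent) was pre-reduced with 400 uM NADPH for 5 min at room temperature, then incubated with compound for 15 min. After 400 uM selenite was added, NADPH fluorescence (Ex 340/Em 450 nm) was followed for 8 min.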
ERG Ets-DNA blk: ERG Ets/DNA interaction inhibition | Potency, µM (doses to about 76.9 µM), for the others: top-dose FP activity, negative = inhibition, actives largely listed as inhibitors | fluorescence polarization, His-ERG Ets domain / labelled DNA | 370,000 tested, 0.028% active | P11308; active = well fitted inhibition curve with a large enough effect in the polarisation, with a control signal flat; inconclusive = small, poorly fitted or top-dose-only effect, or effect the other way, or a change in a side signal; inactive = no such curve, though single readings can be large or run the other way; the % refers to the polarisation;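 also: polarization taken with two DNA probes labelled with fluorescein and Texas red; % of control where 0% means no effect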
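His-tagged ERG Ets domain (1 uM in the protein solution; 300mM KCl, 50mM Tris-HCl, 1mM EDTA, 1mM DTT, pH 7.5) received compound, then a probe mix of 5 nM fluorescein-DNA and 100nM Texas-615-DNA. Fluorescence polarization was read for both dyes.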
The depositor's hits bear a star; [ ] = dose if it differs, or a comment. Unless noted, calls follow the shape of the dose curve; as a rule, active = well fitted curve in the direction sought with a large enough effect; inconclusive = small, poorly fitted or top-dose-only effect, or another doubt; inactive = no such curve, though single readings can be large; an effect the other way counts as inactive or inconclusive. Potency is read from the fitted curve at half-maximal effect. Some of the compounds tested; rates above refer to the full screens.

Results for CCCNC(=O)/C(C#N)=C1\N=C(NC(=O)c2ccco2)c2ccccc21 ?
GLS inhibitor: -19%; PGK inhibitor: -1%; Pin1 inh: 8%; 12-LOX inh: -11%; RGS4 inh: -12%; JMJD2A Tudor: -17%; HP1b chromo inh: 33%; TrxR1 inh: -33%; ERG Ets-DNA blk: 17%

What do the screens show for `Cc1ccccc1NC(=O)Cc1nc(COC(=O)CSc2ccccc2)cs1`?
GLS inhibitor: 15%; PGK inhibitor: 6%; Pin1 inh: 19%; 12-LOX inh: -8%; RGS4 inh: 12%; JMJD2A Tudor: -6%; HP1b chromo inh: 42%[activator]; TrxR1 inh: 4%; ERG Ets-DNA blk: 0%

How did c1ccc2c(c1)CCN(CCCNc1nc3ccccc3n3cnnc13)C2 do in these assays?
GLS inhibitor: -1%; PGK inhibitor: -7%; Pin1 inh: -2%; 12-LOX inh: -3%; RGS4 inh: -24%; JMJD2A Tudor: -19%; HP1b chromo inh: 52%[activator]; TrxR1 inh: 4%; ERG Ets-DNA blk: 8%

What do the screens show for `CC(OC(=O)c1ccc2c(c1)S(=O)(=O)c1ccccc1C2=O)C(N)=O` (configuration not stated)?
GLS inhibitor: -9%; PGK inhibitor: 5%; Pin1 inh: -2%; 12-LOX inh: -5%; RGS4 inh: -8%; JMJD2A Tudor: -13%; HP1b chromo inh: -7%; TrxR1 inh: 3%[57.1 µM]; ERG Ets-DNA blk: -3%

Results for COc1ccc(NC(=O)CSc2nnc(-c3ccccc3)n2Cc2ccco2)c(OC)c1 ?
GLS inhibitor: 4%; PGK inhibitor: -2%; Pin1 inh: -14%; 12-LOX inh: inconclusive; RGS4 inh: 2%; JMJD2A Tudor: -19%; HP1b chromo inh: 0%; TrxR1 inh: -1%[57.1 µM]; ERG Ets-DNA blk: -4%

What do the screens show for `Cn1c(C(=O)NCc2cccnc2)cc2sc(Cl)cc21`?
GLS inhibitor: 1%; PGK inhibitor: -10%; Pin1 inh: -4%; 12-LOX inh: -22%; RGS4 inh: 20%; JMJD2A Tudor: -32%; HP1b chromo inh: 5%; TrxR1 inh: 2%; ERG Ets-DNA blk: -7%

What do the screens show for `Cc1ccc(/C=C2\SC(=S)N(C(Cc3ccccc3)C(=O)O)C2=O)cc1` (configuration not stated)?
GLS inhibitor: 17%; PGK inhibitor: -6%; Pin1 inh: inconclusive; 12-LOX inh: 35µM*; RGS4 inh: -36%; JMJD2A Tudor: inconclusive; HP1b chromo inh: -14%; TrxR1 inh: -15%; ERG Ets-DNA blk: -4%

What do the screens show for `Cc1cc(C)c(Cn2c(=O)n(CCCCCC(=O)NCc3ccc4c(c3)OCO4)c(=O)c3sccc32)c(C)c1`?
GLS inhibitor: -23%; PGK inhibitor: 4%; Pin1 inh: 32%[activator]; 12-LOX inh: -3%; RGS4 inh: -3%; JMJD2A Tudor: 2%; HP1b chromo inh: 20%; TrxR1 inh: 22%; ERG Ets-DNA blk: -4%

How did COc1ccc(CN(C(=O)c2cccs2)C(C(=O)NC2CCCCC2)c2ccc3ncccc3c2)cc1 (configuration not stated) do in these assays?
GLS inhibitor: 1%; PGK inhibitor: inactive; Pin1 inh: 0%; 12-LOX inh: 21%; RGS4 inh: -6%; JMJD2A Tudor: -31%; HP1b chromo inh: 4%; TrxR1 inh: -1%

How did CC(C)C(=O)Nc1cccc(C(=O)NCc2ccc(S(N)(=O)=O)cc2)c1 do in these assays?
GLS inhibitor: 0%; PGK inhibitor: -5%; Pin1 inh: 1%; 12-LOX inh: -16%; RGS4 inh: -20%; JMJD2A Tudor: 1%; HP1b chromo inh: 42%[activator]; TrxR1 inh: 4%; ERG Ets-DNA blk: -5%

In the list so far, 2 contain an aryl thioether with sulfur outside any ring:
What do the screens show for `Cc1ccccc1NC(=O)Cc1nc(COC(=O)CSc2ccccc2)cs1`?
GLS inhibitor: 15%; PGK inhibitor: 6%; Pin1 inh: 19%; 12-LOX inh: -8%; RGS4 inh: 12%; JMJD2A Tudor: -6%; HP1b chromo inh: 42%[activator]; TrxR1 inh: 4%; ERG Ets-DNA blk: 0%

Results for COc1ccc(NC(=O)CSc2nnc(-c3ccccc3)n2Cc2ccco2)c(OC)c1 ?
GLS inhibitor: 4%; PGK inhibitor: -2%; Pin1 inh: -14%; 12-LOX inh: inconclusive; RGS4 inh: 2%; JMJD2A Tudor: -19%; HP1b chromo inh: 0%; TrxR1 inh: -1%[57.1 µM]; ERG Ets-DNA blk: -4%

New compounds follow:
How did COc1ccc(Nc2cc(C(=O)NC3CCCC3)c3ccccc3n2)cc1 do in these assays?
GLS inhibitor: -6%; PGK inhibitor: -8%; Pin1 inh: 0%; 12-LOX inh: inconclusive; RGS4 inh: 2%; JMJD2A Tudor: -2%; HP1b chromo inh: 38%; TrxR1 inh: -2%; ERG Ets-DNA blk: -8%

What do the screens show for `c1ccc(-c2ccc(-c3nc(-c4ccccn4)no3)cc2)cc1`?
GLS inhibitor: -1%; Pin1 inh: -3%; 12-LOX inh: 2%; RGS4 inh: -8%; JMJD2A Tudor: -2%; HP1b chromo inh: 77%[activator]; TrxR1 inh: 42%[activator]; ERG Ets-DNA blk: -14%

What do the screens show for `CC(=O)N1CCOc2ccc(S(=O)(=O)N(C)c3cccc(C)c3)cc21`?
GLS inhibitor: 8%; PGK inhibitor: -5%; Pin1 inh: inconclusive; 12-LOX inh: -22%; RGS4 inh: 5%; JMJD2A Tudor: 10%; HP1b chromo inh: 34%; TrxR1 inh: inconclusive; ERG Ets-DNA blk: 15%

What do the screens show for `CC(NC(=O)CSc1ccccc1)c1ccccc1` (configuration not stated)?
GLS inhibitor: -1%; PGK inhibitor: -3%; Pin1 inh: -9%; 12-LOX inh: 21%; RGS4 inh: 16%; JMJD2A Tudor: 10%; HP1b chromo inh: 48%[activator]; TrxR1 inh: 22%; ERG Ets-DNA blk: 9%

How did Clc1ccc(Nc2ccc(Cl)nn2)cc1 do in these assays?
GLS inhibitor: -2%; PGK inhibitor: -8%; Pin1 inh: 0%; 12-LOX inh: inconclusive; RGS4 inh: -22%; JMJD2A Tudor: 10%; HP1b chromo inh: 32%; TrxR1 inh: 61%; ERG Ets-DNA blk: -6%

How did O=c1c2c3c(sc2nc2n1CCCCC2)CCC3 do in these assays?
GLS inhibitor: 20%; PGK inhibitor: 2%; Pin1 inh: 12%; 12-LOX inh: -13%; RGS4 inh: -6%; JMJD2A Tudor: -3%; HP1b chromo inh: 14%; TrxR1 inh: 7%; ERG Ets-DNA blk: -1%

How did COc1ccccc1C(=O)N1CCN(C(=O)COc2cccc(C)c2)CC1 do in these assays?
GLS inhibitor: 9%; PGK inhibitor: -5%; Pin1 inh: 0%; 12-LOX inh: 0%; RGS4 inh: 6%; JMJD2A Tudor: -5%; HP1b chromo inh: 3%; TrxR1 inh: 16%; ERG Ets-DNA blk: -1%

Results for O=C(CCN1C(=O)/C(=C/C=C/c2ccccc2)SC1=S)Nc1cccnc1 ?
GLS inhibitor: 9%; PGK inhibitor: -17%; Pin1 inh: inconclusive; 12-LOX inh: -4%; RGS4 inh: -37%; JMJD2A Tudor: inconclusive; HP1b chromo inh: -9%; TrxR1 inh: 3%[57.1 µM]; ERG Ets-DNA blk: 12%

How did O=C(CCCn1ncn2c(cc3occc32)c1=O)N1CCc2ccccc2C1 do in these assays?
GLS inhibitor: 0%; PGK inhibitor: -3%; Pin1 inh: inconclusive; 12-LOX inh: -9%; RGS4 inh: -15%; JMJD2A Tudor: -16%; HP1b chromo inh: 3%; TrxR1 inh: -30%; ERG Ets-DNA blk: -6%

What do the screens show for `COc1ccc(N=N/C(=C\O)C(=O)c2cccs2)cc1`?
GLS inhibitor: 50%[activator]; PGK inhibitor: -3%; Pin1 inh: 11%; 12-LOX inh: 35µM*; RGS4 inh: -13%; JMJD2A Tudor: 16µM*; HP1b chromo inh: inconclusive; TrxR1 inh: 3%[57.1 µM]; ERG Ets-DNA blk: 2%

How did Fc1ccc(/C=N\Nc2cccc(F)c2)cc1 do in these assays?
GLS inhibitor: -10%; PGK inhibitor: -1%; Pin1 inh: -4%; 12-LOX inh: 14%; RGS4 inh: 3%; JMJD2A Tudor: -15%; HP1b chromo inh: 23%; TrxR1 inh: 28%; ERG Ets-DNA blk: 9%

How did O=C(Nc1c(O)c2ccccc2oc1=O)c1ccccc1Cl do in these assays?
GLS inhibitor: 65%[activator]; PGK inhibitor: -3%; Pin1 inh: -1%; 12-LOX inh: 1%; RGS4 inh: 4%; JMJD2A Tudor: -2%; HP1b chromo inh: 30%; TrxR1 inh: -1%; ERG Ets-DNA blk: -5%

What do the screens show for `CC1CC(C)CN(c2oc(-c3ccc(OCc4ccccc4Cl)cc3)nc2C#N)C1` (configuration not stated)?
Pin1 inh: 5%; RGS4 inh: 28%; JMJD2A Tudor: 1%[57.1 µM]; HP1b chromo inh: -10%[57 µM]; TrxR1 inh: -1%

Results for O=C(COC(=O)c1nc(Cl)ccc1Cl)NCc1ccccc1 ?
GLS inhibitor: 19%; PGK inhibitor: -3%; Pin1 inh: -1%; 12-LOX inh: 0%; RGS4 inh: 15%; JMJD2A Tudor: -7%; HP1b chromo inh: 3%; TrxR1 inh: -3%[57.1 µM]; ERG Ets-DNA blk: -5%
